# Xi reactivation: activators of inactive X chromosome reactivation, primary screen, imaging, XiGFP fibroblasts, GFP high-content imaging, set 2. XiGFP mouse fibroblasts, % GFP-positive cells imaging, 3 d; cells co-treated with 5-aza-dC sensitizer; scaled so ellipticine positive control = 100%. AID 743238, 2013. activation, % at 7.58 µM. actives 0.055% (n = 360,000);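 active = mean normalized replicate activation at least 10% and every replicate at or above 10%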;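 note: 0% = median of on-plate neutral control wells and 100% = ellipticine 6 µM median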
#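 System: XiGFP fibroblasts, SV40-immortalized. Medium: DMEM plus 5-aza-dC sensitizer. Doses: single point. Timing: 3 d treatment, 15 min room-temperature fixation. Control set: ellipticine 6 µM.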
# RAD52 inh: RAD52 DNA annealing inhibitors, primary screen, biochemical, FRET, single point, set 2 | actives 0.46% (n = 360,000) | inhibition, % at 18.7 µM | recombinant RAD52 DNA annealing, FRET fluorescence | DNA repair protein RAD52 homolog (Homo sapiens), P43351 | AID 651710, 2012;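 active = every replicate showing at least 50% inhibition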
# E-selectin induc: E-selectin induction in HUVECs, primary screen, imaging, HUVEC, immunofluorescence imaging, single point. P16581. normalized: neutral wells 0, TNF-alpha wells 100. activation, % at 7.58 µM. actives 0.37% (n = 260,000). AID 686992, 2013;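 active = mean E-selectin-positive cell signal at least 10% of the positive control, reached in at least 60% of replicates, without over 20% cell loss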;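 note: in these data hits start at about 27%; measured in HUVEC primary endothelial cells; signal is the percent of cells scored E-selectin positive by PE staining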
#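 Read-out: % PE-positive cells | Test system: HUVEC | Doses: One compound dose added by pin transfer | Buffer or medium: EGM-2 over gelatin coat | Signal: Immunofluorescence imaging | Benchmarks: TNF-alpha, DMSO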
# S100A4 inh HTS: inhibitors of S100A4-myosin IIA peptide binding, primary screen, biochemical, fluorescence polarization, TAMRA-MyoIIA peptide; Protein S100-A4 (Homo sapiens), P26447; inhibition, % at 10.7 µM; actives 0.14% (n = 360,000); AID 652163, 2013;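 active = mean inhibition of at least 70% across replicates, with every replicate also reaching that level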
# Target sequence (P26447 whole entry, looked up): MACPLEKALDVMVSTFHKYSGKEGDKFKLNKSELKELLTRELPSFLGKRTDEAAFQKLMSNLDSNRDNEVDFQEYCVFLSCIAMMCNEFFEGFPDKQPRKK
#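 assay system = human S100A4 monomer with TAMRA-labelled myosin IIA peptide | also added = labelled myosin peptide probe, 5 nM | incubation = 5 min between mix addition and reading | control set = DMSO and TFP controls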
# RAD54 inh: inhibitors of human RAD54 branch migration, primary screen, biochemical, fluorescence, single point | DNA repair and recombination protein RAD54-like (Homo sapiens), Q92698 | RAD54 Holliday junction branch migration, FAM/BHQ fluorescence | inhibition, % at 10.4 µM | actives 0.14% (n = 360,000) | AID 602329, 2012;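 active = mean normalized replicate activity at least 40 and at least half of replicates scoring 40 or more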;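 note: 0% = median of neutral control wells and 100% = median of positive control wells; inhibitors cause a drop in the FAM fluorescence signal; in these data hits start at about 50%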
# Target sequence (Q92698 whole entry, looked up): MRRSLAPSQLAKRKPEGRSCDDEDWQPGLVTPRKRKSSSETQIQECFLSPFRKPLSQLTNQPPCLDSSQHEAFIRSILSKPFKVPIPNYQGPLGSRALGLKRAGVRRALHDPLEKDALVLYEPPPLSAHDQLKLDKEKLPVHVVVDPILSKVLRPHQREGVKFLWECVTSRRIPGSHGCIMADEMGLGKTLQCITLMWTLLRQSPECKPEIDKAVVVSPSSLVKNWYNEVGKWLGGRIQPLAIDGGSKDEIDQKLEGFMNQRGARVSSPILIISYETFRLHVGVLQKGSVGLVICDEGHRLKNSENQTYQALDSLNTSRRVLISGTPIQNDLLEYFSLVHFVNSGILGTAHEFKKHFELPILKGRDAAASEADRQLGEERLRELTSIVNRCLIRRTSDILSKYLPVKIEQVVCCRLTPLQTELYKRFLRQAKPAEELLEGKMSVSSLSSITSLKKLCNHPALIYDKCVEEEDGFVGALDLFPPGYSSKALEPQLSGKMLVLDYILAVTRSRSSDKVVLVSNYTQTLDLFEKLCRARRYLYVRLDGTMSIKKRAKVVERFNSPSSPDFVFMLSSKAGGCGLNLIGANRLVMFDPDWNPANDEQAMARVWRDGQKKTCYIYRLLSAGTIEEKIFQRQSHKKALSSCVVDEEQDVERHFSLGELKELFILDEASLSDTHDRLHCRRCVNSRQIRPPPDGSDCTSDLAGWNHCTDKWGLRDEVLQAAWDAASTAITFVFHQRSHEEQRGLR
# FN deposition inh: inhibitors of fibronectin matrix deposition, primary screen, AH1F cells, Alexa488-fibronectin fluorescence, plate reader; AH1F fibroblasts, overnight; actives 0.086% (n = 350,000); inhibition, % at 12.6 µM; AID 743247, 2014;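 active = mean inhibition across replicates of 30% or more, regardless of how many single replicates reach that level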;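 note: positive control wells lacked labelled fibronectin entirely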
#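 Material – AH1F fibroblast monolayer, labelled fibronectin deposition · Reagent – labelled fibronectin 24 nM · Timing – 1 h adhesion, overnight exposure · Measured by – fluorescence at 485 nm excitation, 525 nm emission · Read-out – inhibition of fibronectin deposition signal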
# EWS-Fli inh: EWS/Fli-driven NR0B1 reporter inhibitors, primary screen, A673 cells, NR0B1 luciferase, luminescence, MLPCN library; viability-normalised; inhibition, % at 12.6 µM; actives 0.67% (n = 350,000);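 active = mean inhibition of at least 50% after viability correction, with every replicate also passing that limit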;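 note: firefly luciferase signal divided by Alamar Blue viability fluorescence both relative to DMSO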
# esBAF inh: Bmi1 luciferase reporter increase in mESCs, primary screen, esBAF inhibitor project, mouse ES cells, Bmi1 luciferase knock-in, single point; 24 h; 100% = twice the neutral-well signal; reporter increase, % at 12.5 µM; actives 2% (n = 350,000); AID 602393, 2012; in the data active = activation above about 40%;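 note: 0% = median of the plate's neutral control wells and 100% = double that signal; a rise in the Bmi1 reporter signal indicates esBAF inhibition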
# * = called active by the depositor; x = no result given. Random draw from the library. About 3% of those tested had a hit in this group.
# Sample of the layout:
canonical_smiles	Xi reactivation	RAD52 inh	E-selectin induc	S100A4 inh HTS	RAD54 inh	FN deposition inh	EWS-Fli inh	esBAF inh
COC(=O)c1c(NC(=O)C2(C)Cc3ccccc3C(=O)O2)sc2c1CCCC2 (configuration not stated)	x	-8	x	5	-5	x	x	5
COCC#Cc1ccc([C@@H]2[C@H](CO)N3C(=O)CN(C(=O)Nc4ccccc4F)C[C@@H]23)cc1	0.0	2	0.0	8	x	3	-3	x

# Main list (from the top)
canonical_smiles	Xi reactivation	RAD52 inh	E-selectin induc	S100A4 inh HTS	RAD54 inh	FN deposition inh	EWS-Fli inh	esBAF inh
COC(=O)c1c(NC(=O)C2(C)Cc3ccccc3C(=O)O2)sc2c1CCCC2 (configuration not stated)	x	-8	x	5	-5	x	x	5
COCC#Cc1ccc([C@@H]2[C@H](CO)N3C(=O)CN(C(=O)Nc4ccccc4F)C[C@@H]23)cc1	0.0	2	0.0	8	x	3	-3	x
CCOC(=O)c1cc2c(=O)n3ccccc3nc2n(C(C)C)c1=NC(=O)c1ccco1	-0.1	-15	1.8	1	x	-8	5	x
Nc1ccc2c(c1)C(=O)c1cc(Cl)c(Cl)cc1-2	0.0	17	0.2	3	7	24	10	16
CC(C)NS(=O)(=O)c1ccc(CCC(=O)N2CCCCC2)cc1	0.0	1	x	4	x	1	-1	x
C/C=C/c1ccc2c(c1)O[C@@H](CN(C)C(=O)Nc1ccc(OC)cc1)[C@H](C)CN([C@H](C)CO)S2(=O)=O	0.0	-13	-0.1	2	-1	-6	5	0
COc1ccc(S(=O)(=O)/N=C2\C=C(Nc3ccc(O)cc3)C(=O)c3ccccc32)cc1	0.6	4	-0.3	0	2	36*	52*	-68
CCC(=O)N[C@@H]1C=C[C@@H](CC(=O)OC)O[C@H]1CO	0.1	4	-0.2	8	0	1	2	2
C[C@@H]1CCCCO[C@@H](CN(C)S(=O)(=O)c2cn(C)cn2)[C@@H](C)CN([C@H](C)CO)C(=O)c2cc(NS(=O)(=O)c3cccs3)ccc2O1	0.0	2	0.0	8	14	x	-4	1
C[C@@H]1CCCCO[C@@H](CN(C)Cc2ccc(C(F)(F)F)cc2)[C@@H](C)CN([C@@H](C)CO)C(=O)c2cc(N(C)C)ccc2O1	-1.0	-3	2.3	-4	-7	x	-1	-3
Cc1ccc(N(CCC#N)C(=O)COC(=O)C2=COCCO2)cc1	0.0	-4	1.7	-1	2	25	1	6
COc1cc(OC)cc(-c2c(-c3cccs3)c3cc(-c4ccc(OC)c(OC)c4)ccc3n2C)c1	-0.2	-23	0.0	-8	2	-9	1	11
O=C(NCc1ccccc1Cl)C1CCC(=O)N(C2CC2)C1 (configuration not stated)	0.1	2	-0.1	16	-1	-2	x	2
C/C(=N\Nc1nccnc1Cl)c1ccc(Br)cc1	0.1	-23	0.5	-1	-6	12	-50	20
C[C@H](CO)N1C[C@H](C)[C@H](CN(C)C(=O)CCC(F)(F)F)OCCCC[C@H](C)Oc2ccc(NC(=O)Nc3ccccc3)cc2C1=O	0.2	6	-0.2	6	-6	-6	-3	2
Cc1noc(NS(=O)(=O)c2ccc(NC(=O)C(F)(F)C(F)(F)C(F)(F)F)cc2)c1C	-0.1	-12	5.4	-2	-7	-8	-7	x
C[C@@H]1CN([C@H](C)CO)C(=O)c2cc(NC(=O)Nc3ccc(F)cc3)ccc2O[C@H]1CN(C)Cc1ccc(Oc2ccccc2)cc1	0.0	-8	-13	-1	-1	x	2	0
Cc1noc(C)c1NC(=O)Nc1ccc2c(c1)C(=O)N([C@H](C)CO)C[C@@H](C)[C@@H](CN(C)S(=O)(=O)c1cccs1)OCCCC[C@H](C)O2	0.1	-25	-0.1	-3	1	-10	-1	0
CCCN(C)C[C@@H]1OCCCC[C@@H](C)Oc2ccc(NS(C)(=O)=O)cc2C(=O)N([C@H](C)CO)C[C@@H]1C	0.1	x	0.2	x	x	x	2	4
O=C(NNc1ccc([N+](=O)[O-])cc1)c1ccco1	-0.1	3	-0.6	-2	-3	0	x	x
Cc1nc2c(C#N)c[nH]n2c(=O)c1CCO	1.4	-13	x	-3	-6	0	3	-8
CC(C)c1ccc(OCC(=O)N(Cc2ccccc2)c2ccccn2)cc1	0.1	-13	1.3	-1	-3	-18	14	-1
O=C(Nc1ccc(Cl)cn1)c1ccc(Br)c(S(=O)(=O)N2CCCCC2)c1	0.0	1	x	0	-2	12	-2	3
COc1ccc2c3c(n(C)c2c1)[C@H](CO)N(C(=O)Nc1ccc(F)cc1)CC31CN(Cc2cccnc2)C1	0.3	2	-0.5	8	x	x	13	x
Fc1cccc(Cl)c1CNCc1cccnc1	0.0	-8	-0.2	-1	-4	3	1	-2
O=C(C[C@H]1CC[C@@H]2[C@H](COC[C@H](O)CN2Cc2cccc(C(F)(F)F)c2)O1)NCc1ccc(F)cc1	0.1	2	0.1	9	-6	-4	12	5
O=C(O)c1cccc(Nc2nc(-c3ccccc3)nc3ccccc23)c1	0.0	-16	-0.1	4	-6	2	6	5
O=C(O)CCCCCNS(=O)(=O)c1ccc(Cl)cc1	x	-13	x	1	-10	x	2	-9
C[C@@H]1CN([C@@H](C)CO)C(=O)Cc2cc(NS(C)(=O)=O)ccc2O[C@@H]1CN(C)C(=O)Nc1ccccc1	0.3	2	8.4	-2	1	-6	0	3
COc1ccc(S(=O)(=O)NCc2cccnc2)cc1NC(=O)c1ccccc1C	0.6	-36	0.1	-13	-1	6	1	-7
COc1ccc(NC(=O)c2nc(C)c(C3(C)CC(c4cccnc4)=NO3)s2)cc1 (configuration not stated)	0.5	-71	-0.3	-3	5	2	68*	-54
C[C@H](CO)N1C[C@H](C)[C@H](CN(C)C(=O)Nc2ccc3c(c2)OCO3)Oc2c(NS(=O)(=O)c3cccs3)cccc2C1=O	0.0	-4	-4.8	-2	-13	x	-5	0
[O-][n+]1ccc(CC(O)(C(F)(F)F)C(F)(F)F)cc1	0.0	-8	1.1	-2	7	12	-1	3
CC(C)(O)C#Cc1ccc([C@H]2[C@H](CO)N3CCCCN(C(=O)c4ccncc4)C[C@@H]23)cc1	0.0	-5	0.1	5	-17	x	-22	5
COc1cccc(C2N(c3cccc(Cl)c3)C(=O)C3CCCN32)c1 (configuration not stated)	0.2	-11	-0.1	-5	-3	1	-4	-2
Cc1noc(C)c1NC(=O)Nc1cccc2c1O[C@H](CN(C)S(=O)(=O)c1ccccc1)[C@H](C)CN([C@@H](C)CO)C2=O	-0.9	x	0.0	x	x	x	0	-2
C[C@@H]1CN([C@@H](C)CO)C(=O)Cc2cc(NS(=O)(=O)c3cccs3)ccc2O[C@@H]1CN(C)C	0.0	-7	8.2	9	1	x	0	1
COc1ccc(CNC(=O)c2ccccc2SCC(=O)N2CCCC2)cc1OC	0.0	0	0.7	-3	-4	-1	-8	6
CC(=O)OCC(C)n1[nH]c2ccccc2c1=O (configuration not stated)	-0.1	3	-0.1	1	-4	-11	-22	0
CCN(CC)S(=O)(=O)c1cccc(N2CC(O)=C(c3ccccc3)C2=N)c1	-0.1	-10	2.0	4	-2	2	1	5
Cc1cc(=O)n2nc(N3CCCC(C(=O)NCc4ccccc4)C3)sc2n1 (configuration not stated)	0.0	-12	x	-1	0	4	4	-2
Cc1ccc(CNc2nc(N)c([N+](=O)[O-])c(Nc3ccc(F)cc3)n2)cc1	x	x	0.7	x	6	9	x	6
COc1ccc(CCNC(=O)COC(=O)/C=C/c2ccc(OC)c(OC)c2)cc1	0.2	-5	x	-2	x	x	-8	x
O=C(CNC(=O)N1CC(=O)Nc2ccccc21)NCc1ccc(Cl)cc1	0.0	-15	x	0	-5	-3	x	-3
COc1ccc(S(=O)(=O)Nc2ccc3c(c2)CC(=O)N([C@@H](C)CO)C[C@H](C)[C@@H](CN(C)C(=O)Nc2ccc(C(F)(F)F)cc2)O3)cc1	0.0	3	-2.6	-6	4	x	7	7
Cc1cc(=O)oc(C)c1C(=O)NC1CCCCCCC1	0.0	-19	0.9	-2	x	5	3	x
CO[C@H]1CN(C)C(=O)c2cc(NS(C)(=O)=O)ccc2OC[C@@H](C)N(Cc2ccccn2)C[C@H]1C	0.2	x	-0.2	x	x	1	-1	-2
O=C(CCN1CCCCC1)NCC[C@@H]1CC[C@@H](NS(=O)(=O)c2cccc(Cl)c2)[C@@H](CO)O1	0.5	-3	-0.2	-3	5	-8	1	3
CC(=O)c1sc(NC(=O)c2cccnc2Cl)nc1C	0.3	-16	0.4	6	x	-11	-15	x
Cc1ccc2oc(=O)c3cnn(CC(=O)N4CCN(c5ccccc5)CC4)c3c2c1	-0.1	-1	0.1	3	13	2	2	-2
CCOC(=O)c1ccc(NC(=O)CCS(=O)(=O)c2cccc3nonc23)cc1	0.1	-3	x	9	-6	-3	0	7
COc1ccc(S(=O)(=O)N(C)C[C@@H]2OCCCC[C@@H](C)Oc3ccc(NS(=O)(=O)c4ccc(F)cc4)cc3C(=O)N([C@@H](C)CO)C[C@H]2C)cc1	0.2	7	-0.2	-20	2	9	-8	28
CC(C)NC(=O)Nc1ccc2c(c1)C(=O)N([C@H](C)CO)C[C@@H](C)[C@H](CN(C)Cc1ccc(C(=O)O)cc1)OCCCC[C@H](C)O2	0.4	-6	0.0	5	-3	1	-1	-1
COc1ccc(OC)c(NC(=O)Nc2nnc(N3CCCCC3C)s2)c1 (configuration not stated)	-0.3	-7	0.0	-2	5	6	-3	-2
COc1ccc2c3c(n(C)c2c1)[C@H](CO)N(C(=O)C1CCCC1)CC31CCN(C)CC1	0.3	-8	0.1	17	x	x	4	x
COc1cc2c3c(cccc3c1)C(=O)N(CCN1CCCC1)C2=O	0.0	71*	0.6	9	106*	10	6	x
CC(=O)N1CCCc2cc(S(=O)(=O)N3CCCC(C(=O)NCc4ccccc4)C3)ccc21 (configuration not stated)	0.0	-20	x	5	6	9	x	2
O=C(N/N=C\C=C\c1ccc([N+](=O)[O-])o1)c1cccs1	8.3	-1	-0.3	-1	27	5	10	-1
CC(=O)N1[C@H](CO)[C@H](c2ccc(-c3ccccc3)cc2)[C@H]1CNC(=O)C1CC1	0.1	x	-0.1	x	-9	-8	2	2
COc1cccc(C(C)(O)c2nc(-c3ccc(Cl)cc3)cs2)c1 (configuration not stated)	0.1	17	-2.3	-2	8	6	4	-5

# High-throughput results from PubChem BioAssay.
